High-throughput results deposited in PubChem by several laboratories.
Ba/F3 V617F tox = lowers viability of Ba/F3 cells expressing EpoR and JAK2V617F; ATP luminescence; 220,000 compounds, 1.1% hits; inhibition, % at 5.6 µM;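 active = inhibition above the campaign mean plus 3 SD over all tested compounds, cut at about 24% in these data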;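 note: cytokine-independent growth of Ba/F3 cells driven by EpoR plus mutant JAK2; 0% = DMSO-treated cells and 100% = JAK inhibitor I control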
zfTRPN1 agonist = zebrafish TRPN1 (NompC) channel agonism; 220,000 compounds, 0.18% hits; activation, % at 3 µM; HEK293 zebrafish TRPN1-YFP, Fluo-8 calcium fluorescence; 100% = response to 87 µM carbachol;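 active = activation above its plate's cutoff, the mean activation of test wells on that plate plus 3 SD, cut at about 19% in these data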;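 note: 0% = DMSO alone and 100% = 87 µM carbachol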
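Assay system: Zebrafish TRPN1-YFP in HEK293 cells | Incubation: Dye loading 1 h at 37 °C, then 30 min room temperature | Measured by: Kinetic Fluo-8 fluorescence, ex 470-495, em 515-575 nm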
PERK inh = blocks human PERK kinase; inhibition, % at 5.6 µM; CHO PERK-DD fusion, SEAP luminescence translation reporter; 220,000 compounds, 0.17% hits;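 active = inhibition above the mean inhibition of all tested compounds plus 3 SD, set separately per screening campaign, cut at about 2.9% in these data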;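 note: PERK kinase domain activated by AP20187 dimerizer at 100 nM; 0% = DMSO with dimerizer and 100% = rapamycin at 8.4 µM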
Target sequence (Q9NZJ5 whole entry, looked up, the tested form may be a part): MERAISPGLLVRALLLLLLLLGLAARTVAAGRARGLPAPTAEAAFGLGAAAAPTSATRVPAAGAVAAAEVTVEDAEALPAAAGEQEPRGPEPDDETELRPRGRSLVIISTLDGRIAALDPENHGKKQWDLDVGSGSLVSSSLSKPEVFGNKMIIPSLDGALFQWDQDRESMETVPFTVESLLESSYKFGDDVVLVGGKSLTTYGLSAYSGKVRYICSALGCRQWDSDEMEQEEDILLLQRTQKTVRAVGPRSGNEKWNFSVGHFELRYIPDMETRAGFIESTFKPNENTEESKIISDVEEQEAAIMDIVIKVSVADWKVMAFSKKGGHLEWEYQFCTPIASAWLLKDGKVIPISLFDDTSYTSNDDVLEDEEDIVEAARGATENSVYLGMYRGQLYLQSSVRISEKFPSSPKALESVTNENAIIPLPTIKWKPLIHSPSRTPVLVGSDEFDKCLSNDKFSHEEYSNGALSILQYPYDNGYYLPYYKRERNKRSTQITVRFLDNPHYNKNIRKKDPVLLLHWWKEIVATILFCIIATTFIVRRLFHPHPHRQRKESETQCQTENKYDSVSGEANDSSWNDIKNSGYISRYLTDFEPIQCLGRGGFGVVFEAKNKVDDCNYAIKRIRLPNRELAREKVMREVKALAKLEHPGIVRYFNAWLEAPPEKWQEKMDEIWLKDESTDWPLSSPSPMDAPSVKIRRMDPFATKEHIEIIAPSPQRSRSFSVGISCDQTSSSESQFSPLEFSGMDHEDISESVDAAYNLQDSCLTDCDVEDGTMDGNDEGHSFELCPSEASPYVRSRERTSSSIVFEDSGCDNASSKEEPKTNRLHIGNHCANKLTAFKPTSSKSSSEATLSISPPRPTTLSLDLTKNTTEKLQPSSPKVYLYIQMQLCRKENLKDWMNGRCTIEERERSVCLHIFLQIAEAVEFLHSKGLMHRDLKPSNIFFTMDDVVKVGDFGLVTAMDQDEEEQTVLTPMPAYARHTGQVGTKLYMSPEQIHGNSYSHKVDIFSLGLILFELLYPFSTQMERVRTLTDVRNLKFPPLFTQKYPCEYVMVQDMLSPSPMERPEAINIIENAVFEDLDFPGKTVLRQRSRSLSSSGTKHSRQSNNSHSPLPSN
S1P4 antagonist = human S1P4 receptor antagonism; O95977; S1P4-expressing cells, antagonist mode, reporter read-out; inhibition, % at 4.98 µM; 220,000 compounds, 0.26% hits; AID 1510; in the data active = inhibition above about 29%;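 note: 0% = wells stimulated with agonist and 100% = vehicle wells without agonist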
BaF3 parental = parental Ba/F3 viability inhibition as JAK2V617F counter-screen | inhibition, % at 5.6 µM | AID 1486 | 220,000 compounds, 1.1% hits | CellTiter-Glo ATP luminescence;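 active = inhibition above a per-campaign cutoff, the mean inhibition of all tested compounds plus 3 SD, cut at about 27% in these data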;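 note: 0% = DMSO wells and 100% = JAK Inhibitor I control wells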
EP2 mod = modulators of human EP2 prostaglandin E2 receptor; EP2-expressing cells, cAMP HTRF FRET, PGE2 co-stimulation; induction, % at 25 µM; 260,000 compounds, 0.83% hits; AID 940;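 active = compounds whose cAMP rise, as percent of the full-agonist control response, exceeds 60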;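 note: rat C6 glioma line stably carrying human EP2 under a CMV promoter; the protocol text gives 20 µM as final concentration; 100% = response of wells given 1 µM PGE2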
TRPML3 ag = agonists of human TRPML3 channel. HEK293 TRPML3-YFP, Fluo-8 calcium fluorescence; 100% = the carbachol control signal. 220,000 compounds, 0.29% hits. Q8TDD5. activation, % at 3 µM. AID 1448;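 active = activation above its plate's cutoff, the mean activation of the plate's test wells plus 3 SD, cut at about 12% in these data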;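 note: 0% = DMSO only wells and 100% = carbachol wells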
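Test system – HEK293 line with stable expression of human TRPML3-YFP channel · Control set – carbachol 87 µM final as high control (100%), DMSO as low control (0%) · Signal – Fluo-8 calcium dye fluorescence, ex 470-495, em 515-575 nm · Incubation – 1-h 37 °C dye load, 5-s basal, 120-s post-compound reads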
S1P4 agonist = human S1P4 receptor agonism; 220,000 compounds, 0.35% hits; activation, % at 4.98 µM; S1P4-expressing cell line, agonist reporter assay; AID 1509; O95977; in the data active = activation above about 11%;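 note: 0% = DMSO vehicle and 100% = reference agonist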
m-calpain inh = calpain II (pig) inhibition; purified calpain II, fluorogenic peptide substrate, 30 min; inhibition, % at 16 µM; 220,000 compounds, 0.37% hits;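 active = inhibition above about 50%, limit read from the data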
* marks the source's active call; other numbers are inactive results; x = no result given; & = joins results of further samples.

Structure	Ba/F3 V617F tox	zfTRPN1 agonist	PERK inh	S1P4 antagonist	BaF3 parental	EP2 mod	TRPML3 ag	S1P4 agonist	m-calpain inh
S=C(c1ccc2c(c1)OCO2)N1CCCCC1	-3.1	-0.6	0.0	9.3	0.4	2.5	1.0	-5.3	3.6
CC(=O)Nc1ccc(NC(=O)C(C)OC(=O)C2CCN(S(=O)(=O)c3cccs3)CC2)cc1 (centres undefined)	-6.0	0.2	-0.5	-8.4	-5.4	-25.2	0.3	-1.4	-1.9
Cc1ccccc1-n1c(SCC(=O)NCc2cccs2)nnc1-c1ccncc1	-1.1	-0.2	-0.3	0.0	0.6	16.2	0.4	1.5	-14.0
c1cnc(Oc2ccc3oc4ccccc4c3c2)nc1	-3.5	-1.3	-0.3	-8.1	4.1	-36.2	0.6	0.2	-44.5
CC(C)c1nnc(NC(=O)CCN2C(=O)c3ccccc3C2=O)s1	0.0	0.1	0.2	-9.1	0.2	17.8	0.7	1.9	22.9
Cn1c(CO)cnc1-c1ccccc1	-4.1	-0.4	2.1	3.9	6.0	3.3	0.2	-1.0	1.0
CN(C)C=NC(=O)c1cn(-c2ccc(F)cc2)c(=O)c2ccccc12	5.0	0.1	0.2	-12.7	7.3	0.7	0.2	-0.2	27.7
Cc1nc(/C(N)=N/OC(=O)c2cccc(Cl)c2)c(C(F)(F)F)o1	-2.4	0.5	0.2	9.2	0.3	-23.2	-0.2	-1.5	2.7
CCc1c(C)nc2cc(-c3cccs3)[nH]n2c1=O	0.6	0.9	0.7	48.1*	-2.3	24.1	-0.2	0.1	-88.9
CCN(C(=O)COC(=O)c1c(C)noc1C)C1CCS(=O)(=O)C1 (centres undefined)	1.1	0.0	1.1	-13.4	-0.5	-1.7	0.9	-0.7	0.4
Cc1ccc(NS(=O)(=O)c2ccc3c(c2)oc(=O)n3C)cc1F	1.5	4.9	1.4	-5.0	12.2	-34.8	1.1	-0.3	12.9
CCc1cccc2c(C(=S)N3CCOCC3)c[nH]c12	-0.1	1.1	-0.4	-5.7	1.8	-30.5	0.9	-0.2	-12.6
CCc1ccc(C(=O)C(C)OC(=O)C2COc3ccccc3O2)cc1 (centres undefined)	-0.7	-1.3	1.0	-11.1	5.1	26.0	0.1	0.4	23.5
COC(=O)C1=C(O)/C(=C\c2ccc(CNC(=O)C(=O)Nc3ccc(C)c(C)c3)o2)N=C1C	3.7	1.5	-0.2	-12.7	2.7	-14.7	0.8	4.2	-333.3
CC(C)C1CC(C(F)(F)F)n2nc(C(=O)O)cc2N1 (centres undefined)	0.8	0.1	0.8	-9.3	1.3	-30.6&36.6	0.9	-0.1	-22.5
CCc1ccc(/C=N\NC(=O)c2ccc(Br)o2)s1	-0.6	-1.0	0.6	-6.4	4.8	37.1	-0.6	1.8	17.5
COCCNC(=S)N1CCC(Cc2ccccc2)CC1	2.7	-1.9	-0.6	1.9	5.5	-3.5	-0.7	0.0	33.0
COCc1cc(N2CCCC2)nc(-c2ccccc2)n1	-1.4	-0.8	0.7	26.9	2.2	-3.5	-0.4	-0.7	-1.5
CCCCC(c1nnnn1C1CCCC1)N1CCN(C2CCCC2)CC1 (centres undefined)	2.8	-1.3	-1.0	-8.3	7.2	-1.7	0.4	-1.4	7.2
Cc1ccccc1Nc1nnc(SCC(=O)N(C)C2CCS(=O)(=O)C2)s1 (centres undefined)	-3.1	-2.0	-0.2	-3.0	4.5	14.2	0.2	-0.1	-1.2
O=C(Nc1ccc(N2CCOCC2)cc1)Nc1ccc2nc(-c3ccco3)c(-c3ccco3)nc2c1	20.6	0.3	-0.8	1.3	14.1	-28.6	-0.9	-1.6	-273.0
CCOc1ccc(NC(=O)N(CC(C)C)CC(C)C)cc1	0.1	-1.8	-1.3	6.6	-2.8	-5.1	0.0	-1.1	8.9
CCCNc1nc2c(c(=O)[nH]c(=O)n2C)n1CCC(C)C	-1.2	0.5	0.7	-5.6	3.0	28.8	0.3	-2.1	2.5
CCOc1ccc(N(CC(=O)NCc2ccc(OC)cc2)S(=O)(=O)c2c(C)noc2C)cc1	-3.1	0.8	0.5	4.7	11.2	7.6	-0.2	-0.1	33.8
O=C(/C=C/N1CCOCC1)c1ccc(-c2ccccc2)cc1	-0.8	0.1	0.2	-9.8	1.5	-27.0	0.5	-1.0	21.3
CCOCCCNc1ccc(-c2ccccc2)nn1	-3.9	0.3	-0.2	7.7	-0.4	4.8	-0.4	-0.4	-6.4
CCOC(=O)Cc1nnc(NC(=O)COc2ccc(OC)cc2)s1	0.4	0.9	-0.9	-11.3	4.4	-3.6	0.5	-0.3	-58.5
N=c1nc(N)nc2n1NC(c1ccc(F)cc1)=CS2	-1.7	-0.2	0.9	22.2	5.0	-6.0&-40.6	-0.6	0.7	-1.9
COC(=O)c1ccc(C)c(NC(=O)c2ccc(Cl)c([N+](=O)[O-])c2)c1	2.3	1.4	0.2	-16.1	10.1	-43.3	0.8	-0.9	-13.7
C=CCSC1=C(C#N)C(c2ccccc2Cl)CC(=O)N1 (centres undefined)	-1.1	-1.8	0.9	-8.7	6.9	32.1	0.5	-1.6	-40.8
Cc1ccc(NC(=O)/C(=C/c2ccncc2)NC(=O)c2ccccc2)cc1	1.6	0.5	-0.7	-0.1	3.4	-3.5	0.7	-0.9	16.2
COc1ccc(C(=O)O)cc1S(=O)(=O)NCCCN1CCCC1=O	0.2	-0.3	0.4	-3.3	3.5	21.3	1.4	-1.4	16.3
Cc1ccc(C(=O)NCCCC(=O)O)o1	-3.9	-0.1	0.5	6.2	-2.1	6.3	0.0	-0.3	-25.8
Cc1ccc(-c2nnc(SCC(=O)N3c4ccccc4NC(=O)C3(C)C)n2N)cc1	-1.2	1.3	1.0	-3.4	-5.1	6.7	1.1	-1.1	20.9
CN(C)C(=O)COC(=O)c1ccccc1NC(=O)c1ccco1	-1.1	0.9	-0.2	-5.7	1.4	3.3	1.0	1.2	-8.3
CCOc1ccccc1NC(=O)CSc1nc2cccnc2n1C	-2.1	0.5	0.0	6.3	0.8	23.5	0.5	-0.8	3.3
CCOC(=O)c1c(Cc2cccc(Cl)c2)c[nH]c1C	-0.9	-3.1	1.2	-9.5	1.4	32.2	-0.9	3.3	11.2
Fc1ccccc1-c1ccc(/C=N/Nc2nc3ccccc3[nH]2)o1	2.6	-3.2	-0.4	-0.6	8.6	-22.2	-0.1	4.8	-9.8
CCOc1cc(N2CCOCC2)c(OCC)cc1NC(=O)[C@H](C)N1C(=O)C2CC=CCC2C1=O (some centres undefined)	0.4	-0.1	0.1	-18.3	-0.3	11.1	-0.2	2.4	-21.7
Cc1nn(C)cc1CNC(=O)Nc1ccc(Br)cc1Cl	-7.1	0.3	-0.7	-23.3	1.3	2.6	-1.3	-3.9	10.5
COCCn1c(SCc2ccc(OC)c(F)c2)nc2ccccc2c1=O	5.1	0.1	0.1	10.2	4.9	57.5	0.3	-0.8	23.9
COCc1cc(C)nc(SCC(=O)Nc2cccc3cccnc23)c1C#N	-1.7	-0.3	0.4	-7.6	2.6	2.8	0.0	3.1	-24.5
Cc1ccsc1/C=C(\C(=O)c1ccc(OC(C)C)cc1)c1nc2ccccc2o1	-2.2	1.5	-0.7	-3.8	4.4	31.6	0.8	0.5	-4.1
CCn1c(SCC(=O)N/N=C/C=C\c2ccco2)nc2ccccc21	-1.5	-0.4	0.6	-2.1	2.6	-75.0	-0.1	0.0	5.5
Cc1ccc(/C=N/NC(=O)Cn2cnc3ccccc32)cc1	-5.2	0.1	1.5	7.0	3.7	-65.6	0.6	0.3	12.5
NS(=O)(=O)c1ccc(CCNC(=O)CSc2nnc3ccccn23)cc1	2.9	2.1	0.5	-16.7	4.7	6.6	0.3	-0.8	0.8
COc1ccc(N2CCN(C(=O)c3ccc(S(=O)(=O)N4CCOCC4)cc3)CC2)cc1	1.1	-0.4	0.8	0.3	1.1	-2.4&-5.1	0.3	-0.3	-16.1
COc1ccc(NS(=O)(=O)c2ccc3oc(SC4CCOC4=O)nc3c2)cc1 (centres undefined)	-4.1	3.3	0.2	5.8	-2.1	-43.5	2.6	-1.0	28.0
COc1ccccc1NS(=O)(=O)c1cc(NC(=O)C2CC2)ccc1N1CCOCC1	4.6	1.3	-1.1	-2.5	10.4	-13.2	-0.2	-2.0	-5.0
CCN1CC(C)C(O)(c2ccccc2)CC1C (centres undefined)	-1.5	-0.6	1.2	-13.7	0.0	24.8	0.5	-0.8	31.9

Reprinted from the part before: 2 compounds; new compounds follow.
Structure	Ba/F3 V617F tox	zfTRPN1 agonist	PERK inh	S1P4 antagonist	BaF3 parental	EP2 mod	TRPML3 ag	S1P4 agonist	m-calpain inh
COc1ccccc1NS(=O)(=O)c1cc(NC(=O)C2CC2)ccc1N1CCOCC1	4.6	1.3	-1.1	-2.5	10.4	-13.2	-0.2	-2.0	-5.0
CCN1CC(C)C(O)(c2ccccc2)CC1C (centres undefined)	-1.5	-0.6	1.2	-13.7	0.0	24.8	0.5	-0.8	31.9
O=C1c2ccc3c4c(ccc(c24)C(=O)N1Cc1cccnc1)C(=O)N(Cc1cccnc1)C3=O	-0.9	0.0	-0.1	10.1	4.2	-1.5	0.7	-2.0	-9.0
COC(=O)c1sccc1-n1cccc1C(=O)N1CCOCC1	-2.5	0.1	0.2	-6.9	2.5	10.9	-0.2	2.2	18.1
O=C(NC(=S)N1CCN(c2ccc([N+](=O)[O-])cc2)CC1)c1ccccc1	8.0	0.3	0.2	-2.7	6.4	-33.1	-0.7	-2.0	30.7
O=[N+]([O-])c1cccc(-c2nc(-c3ccccc3)no2)c1	0.5	1.2	1.0	-2.1	6.6	19.4	0.0	1.6	-25.2
CC12CCC(O)CC1=CCC1C2CCC2(C)C1CCC21CCC(=O)O1 (centres undefined)	0.5	2.6	0.3	-11.9	6.5	-17.6	1.2	-0.1	3.9
CCN(CC)S(=O)(=O)c1cccc(NC(=O)CSc2nnc(N)s2)c1	0.3	1.7	0.4	5.2	7.4	0.1	0.6	0.2	-33.1
COc1ccc(NC(=O)c2cc([N+](=O)[O-])ccc2O)cc1	14.7	17.0	0.4	2.9	18.1	-16.7	14.5*	0.1	14.3
CC1(C)CC(=O)C=C(NCCN2CCNCC2)C1	0.0	-0.4	0.7	-4.4	1.1	-4.9	0.1	3.0	-5.3
Cc1cc(C)c2c(n1)nn1c(N3CCN(c4ccccc4C)CC3)cc(C)nc21	-1.1	-0.7	-0.4	-21.6	3.9	x	1.1	1.3	x
CCCCn1nnc(NC(=O)c2ccc(-c3cccc(Cl)c3)o2)n1	0.7	-0.4	0.8	-14.0	4.2	-57.6	-1.0	0.0	15.9
CCC(CC)C(=O)c1c[nH]c(C(=O)NCc2ccncc2)c1	3.6	-0.8	0.1	-14.8	1.7	-5.7	0.3	0.0	5.7
COc1ccc(-c2nnc(SCC(=O)N3CCCc4ccccc43)o2)cc1OC	1.2	0.7	1.5	1.0	0.0	-4.8&-28.4	0.2	3.4	-14.1
COc1ccccc1CNC(=O)C1CCN(C(=O)N(C)C)CC1	22.3	-0.7	0.4	-7.8	3.3	1.6	0.5	0.6	-19.1
Cc1onc(-c2c(F)cccc2Cl)c1C(=O)Nc1nccs1	1.5	2.4	0.3	-3.9	-1.4	17.8	1.2	3.7	3.1
